# AmpC detergent: AmpC beta-lactamase inhibition with detergent present. P00811. AmpC hydrolysis of nitrocefin, absorbance 480 nm, 0.01% Triton. Potency, µM (highest dose often 114 µM), without a hit: top-dose activity change, negative = inhibition, actives largely listed as inhibitors. 370,000 compounds, 0.041% hits. AID 485294;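 also: potency is read from the fitted curve at half-maximal effect; 0% = no-compound wells and -100% = no-enzyme wells; nearly all actives have a fitted effect of over 25% in size; some results filed as inactive show a strong effect at the top dose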
# Target sequence (P00811 whole entry, looked up): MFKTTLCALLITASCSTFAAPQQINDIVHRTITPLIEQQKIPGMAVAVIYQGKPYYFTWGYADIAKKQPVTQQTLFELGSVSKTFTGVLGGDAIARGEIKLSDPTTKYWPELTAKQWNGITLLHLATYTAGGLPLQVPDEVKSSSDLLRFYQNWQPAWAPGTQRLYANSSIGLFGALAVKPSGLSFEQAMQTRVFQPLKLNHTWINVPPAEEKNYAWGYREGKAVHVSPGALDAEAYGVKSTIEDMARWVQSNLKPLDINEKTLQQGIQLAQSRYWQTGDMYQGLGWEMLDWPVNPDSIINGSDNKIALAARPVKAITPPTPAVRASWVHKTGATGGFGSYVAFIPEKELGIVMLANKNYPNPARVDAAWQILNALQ
#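 AmpC (5.3 nM in the dispensed reagent) in 20 mM phosphate pH 7.0 with 0.01% (detergent screen) or 0.0001% Triton X-100 was preincubated with compounds for 15 min at room temperature. Nitrocefin was then added from an 800 uM solution, and hydrolysis was followed at 480 nm.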
# FBPA Giardia inh: blocks Giardia fructose-bisphosphate aldolase activity. A8B2U2. purified Giardia FBPA. Potency, µM (titrated, usually from 59.6 µM), without a hit: at the highest dose activity, negative = inhibition, usual class: inhibitors. 290,000 compounds, 0.71% hits. AID 2451; also: potency is read from the fitted curve at half-maximal effect; nearly all actives have a fitted effect of over 55% in size
# Target sequence (A8B2U2 whole entry, looked up): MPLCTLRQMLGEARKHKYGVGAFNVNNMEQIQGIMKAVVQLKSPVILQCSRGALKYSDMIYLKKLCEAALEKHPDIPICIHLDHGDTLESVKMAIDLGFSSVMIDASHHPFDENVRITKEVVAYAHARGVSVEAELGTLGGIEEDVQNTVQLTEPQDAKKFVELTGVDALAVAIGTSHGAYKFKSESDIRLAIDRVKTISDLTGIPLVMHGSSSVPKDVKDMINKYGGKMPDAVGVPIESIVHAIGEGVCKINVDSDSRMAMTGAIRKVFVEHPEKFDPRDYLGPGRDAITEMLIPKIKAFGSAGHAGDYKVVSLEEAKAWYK
#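 40 nM FBPA preincubated 10 min at RT with compound (up to 57.5 uM final), then substrate plus GAPDH/TPI/NAD/arsenate coupling and diaphorase/resazurin added. Fluorescence read after 20 min at RT, 525/598 nm.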
# Sm TGR inh: S. mansoni TGR enzyme inhibition. 360,000 compounds, 3% hits. purified TGR, DTNB reduction, TNB absorbance 405 nm. Potency, µM (highest dose often 114 µM), for inactives: top-dose activity change, negative = inhibition, most hits filed as inhibitors. Q962Y6; also: potency is read from the fitted curve at half-maximal effect; nearly all actives have a fitted effect of over 60% in size
#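 TGR 20 nM + NADPH 100 uM (dispensed conc.), cpd preinc 15 min RT; start with NADPH (500 uM addition) then DTNB (15 mM addition). Kinetic TNB absorbance, 405 nm filter. Four-parameter Hill fit across titration.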
# AmpC no deterg: blocks E. coli AmpC beta-lactamase in detergent-free assay. P00811. AmpC nitrocefin hydrolysis, absorbance 480 nm, 0.0001% Triton. Potency, µM (series often up to 57.1 µM), inactives show at the highest dose activity change, negative = inhibition, most hits filed as inhibitors. 330,000 compounds, 0.52% hits. AID 485341;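 also: potency is read from the fitted curve at half-maximal effect; plate controls were no compound for no effect and no enzyme for full effect; nearly all actives have a fitted effect of over 20% in size; some results filed as inactive show a strong effect at the top dose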
#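 AmpC (5.3 nM in the dispensed reagent) in 20 mM phosphate pH 7.0 with 0.01% (detergent screen) or 0.0001% Triton X-100 was preincubated with compounds for 15 min at room temperature. Nitrocefin was then added from an 800 uM solution, and hydrolysis was followed at 480 nm.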
# HCMV inh: inhibitors of human cytomegalovirus; HFF cells, HCMV-luciferase reporter, 72 h; stronger effect = lower value; activity change, negative = inhibition, % at 57.5 µM; 410,000 compounds, 4.5% hits; AID 1259415; in the data active = activity change below about -60%; inconclusive = no clear call, values can overlap the other calls; inactive = above about -39%
#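 Screen run at 2 compound doses on HFFs infected with reporter HCMV, MOI 1 PFU/cell. Luciferase activity from cell lysates at 72 h post infection gave inhibition relative to buffer-only and Salinomycin wells.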
# AMA1-RON2 inh: AMA1-RON2 (P. falciparum) interaction inhibition; AlphaScreen AMA1-biotinylated RON2 peptide binding; Potency, µM (titrated, usually from 58.2 µM), without a hit: top-dose activity change, negative = inhibition, most hits filed as inhibitors; 360,000 compounds, 0.2% hits; AID 720542;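 also: potency is read from the fitted curve at half-maximal effect; 0% = vehicle wells and -100% = peptide control; nearly all actives have a fitted effect of over 45% in size; some results filed as inactive show a strong effect at the top dose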
#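 AMA1 (3D7) with his tag at 25 nM final met compounds first, then biotinylated RON2 peptide at 25 nM; detection used donor plus acceptor beads, 10 µg/mL apiece, read by AlphaScreen after 30 min at room temperature.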
# * marks the source's active call; other numbers are inactive results; ? = inconclusive; nt = no result given; + = active, no number; [ ] = dose if it differs, or a comment. Unless noted, calls follow the shape of the dose curve; as a rule, active = well fitted curve in the direction sought with a large enough effect; inconclusive = small, poorly fitted or top-dose-only effect, or another doubt; inactive = no such curve, though single readings can be large; an effect the other way counts as inactive or inconclusive. Unless noted, % is scaled to controls: 0 for no effect and ±100 for the full control effect.
no.	SMILES	AmpC detergent	FBPA Giardia inh	Sm TGR inh	AmpC no deterg	HCMV inh	AMA1-RON2 inh
1	COc1ccc(OCC(=O)Nc2ccc(N3CCOCC3)cc2)cc1	-15%	-5%	-16%	-3%	?	-1%
2	CN(Cc1c(F)cccc1Cl)C(=O)C1=CC=CN2CCS(=O)(=O)N=C12	nt	nt	nt	-15%	-5	1%
3	CCN(CC)c1cccc(OC(=O)c2cccnc2Cl)c1	?	2%	-6%	13%	-17	-26%
4	Cc1cc2n(n1)CCCN2C(=O)Nc1ccccc1C(F)(F)F	14%	nt	-1%	nt	10	nt
5	O=C(CSc1nc(-c2ccccc2)nc2c1CCCC2)N1CCOCC1	3%	0%	9%	-3%	?	6%
6	COc1ccc(CCNC(=O)c2cc(C3CC3)on2)cc1OC	3%	0%	1%	1%	-4	-3%
7	O=C(Nc1cccc(F)c1)C1CCN(S(=O)(=O)c2cnc[nH]2)CC1	-2%	nt	9%	-7%	5	3%
8	CC1CCN(C(=S)NC2CCCCC2)CC1	-1%	0%	2%	?	3	1%
9	CNC(=S)/N=C/NOCc1ccc(Cl)cc1Cl	-12%	-10%	-31%	-34%	-78*	11%
10	Cc1ccc2nc(SCC(=O)N(CC(C)C)c3c(N)n(Cc4ccccc4)c(=O)[nH]c3=O)[nH]c2c1	10%	-4%	53%[activator]	7%	-27	-11%
11	COc1ccc(CCNC(=O)c2ccccc2OCc2ccccc2)cc1	-3%	nt	3%	-6%	-2	8%
12	Cc1nnsc1-c1nnc(SCC(=O)c2ccc(C#N)cc2)n1C1CC1	-4%	-1%	-14%	-22%	-27	-4%
13	Cc1cc(S(=O)(=O)NC2CCCCC2)ccc1-n1cnnn1	4%	1%	15%	-12%	-38	29%
14	Cc1nn(-c2ccccc2)c(C)c1-c1nnc(C(F)(F)F)o1	?	-1%	9%	-6%	nt	43%[activator]
15	O=C(COC(=O)Cc1cccc(C(F)(F)F)c1)NC(=O)NC1CCCC1	nt	nt	nt	39%	-22	-18%
16	COc1ccc(NC(=O)[C@H](C)NC(=O)[C@@H]2Cc3ccccc3CN2C(=O)OC(C)(C)C)cc1	3%	-7%	-17%	101%[activator]	+	-6%
17	CC1CCN(C(=O)c2ccc(NC3=C(Cl)C(=O)N(Cc4ccccc4)C3=O)cc2)CC1	4%	nt	7%	12%	25	?
18	Cc1ccc(NC(=O)COC(=O)CCc2nc3ccccc3c(=O)[nH]2)c(Br)c1	-5%	-6%	6%	-16%	-16	6%
19	COc1ccccc1NC(=O)c1oc2ccccc2c1NC(=O)Cc1ccccc1	4%	nt	1%	nt	-2	nt
20	CCCCC(C(=O)NC(C)(C)C)N(Cc1ccco1)C(=O)c1snc(C(N)=O)c1N (stereo not drawn)	?	0%	-29%	3%	-23	-2%
21	Cc1nc2sc(C(=O)O)c(N)c2c2c1COC(C)(C)C2	?	-30%	0%	-1%	-6	27%
22	COC(=O)c1cc(NC(=O)c2cc(-c3ccccc3Cl)oc2C(F)(F)F)ccc1N1CCOCC1	11%	-10%	-7%	110%[activator]	-7	-14%
23	CCN(C(=O)COC(=O)C1CCN(S(=O)(=O)c2ccc(C)c(C)c2)CC1)C1CCCCC1	3%	nt	-14%	116%[activator]	-7	-1%
24	COc1ccccc1CNC(=O)c1c(O)nc2c(C)cccn2c1=O	?	nt	0%	nt	-4	nt
25	COc1ccc(-c2cc(C(F)(F)F)nc(SCC(=O)NCCCN3CCOCC3)n2)cc1	-7%	1%	nt	127%[activator]	-31	15%
26	COC(=O)c1cn(C(=O)c2ccc(Cl)cc2)c2ccccc12	5%	-2%	-1%	-22%	-7	-7%
27	Cc1cc(Cl)c(S(=O)(=O)NCc2cccnc2)cc1OCC(N)=O	-1%	-1%	-11%	-5%	?	17%
28	COc1ccc(NC(=O)CCn2cccn2)cc1OC	0%	nt	12%	nt	25	nt
29	Cn1c(=O)c2c(-c3ccc(Cl)cc3)n(Cc3ccccc3)cc2n(C)c1=O	1%	nt	-8%	nt	-21	nt
30	CN(C)c1ccc(N=Nc2ccccc2C(=O)OCC(=O)N2CCCCCC2)cc1	-15%	0%	0%	50%	-13	18µM*
31	CCCC1C2C(=O)N(c3ccccc3OC)C(=O)C2ON1c1ccccc1 (stereo not drawn)	?	0%	?	26%	4	9%
32	CC1(OC(=O)C2CCCC2)C(=O)C=C2C=C(c3ccc(C#N)cc3)OC=C2C1=O (stereo not drawn)	nt	-2%	nt	nt	-13	-28%
33	COc1ccccc1CNC(=O)c1cnc2ccccn2c1=O	?	1%	6%	-4%	41	6%
34	COc1ccc(Cl)cc1S(=O)(=O)N1CCC(C(=O)N2CCOCC2)CC1	-6%	nt	0%	47%	nt	6%
35	C(=C\c1ccccc1)/CSc1nnc(-c2cccnc2)n1Cc1ccco1	-13%	0%	?	32%	-2	-8%
36	Cc1cc(OCC(=O)N2CCOCC2)ccc1NC(=O)C1CCCCC1	?	4%	0%	-21%	41	-8%
37	CCOC(=O)CNC(=O)CSc1nnc(-c2ccc(OC)cc2)n1CC	-11%	6%	-8%	-14%	14	4%
38	CC(Cl)c1cc(-c2ncc(C(F)(F)F)cc2Cl)no1 (stereo not drawn)	4%	1%	2%	-2%	?	7%
39	Cc1cccc(NC2SC(=O)NC2=O)c1 (stereo not drawn)	-4%	-9%	-9%	-8%	-19	6%
40	N#Cc1sc(NCc2ccccn2)nc1Cl	?	-6%	-7%	-11%	2	2%
41	Cc1cc(Cl)ccc1OCC(=O)N1CCCN(C(=O)COc2ccc(Cl)cc2C)CC1	4%	0%	-9%	190%[activator]	-26	0%
42	CC1(C)C2CC=C(/C=N/NC(=O)C(N)=O)C1C2 (stereo not drawn)	-6%	-7%	14%	2%	-23	87%[activator]
43	O=C(OCc1cc2ccccc2[nH]c1=O)c1cccs1	-6%	0%	-2%	-7%	-12	-5%
44	O=C(CN1CCC(n2nnc3cc(F)ccc32)CC1)NCc1ccco1	-2%	?	45µM*	-2%	-10	8%
45	CCc1cc(C(c2ccncc2)N2CCN(C)CC2)c(NC(=O)c2ccccc2)s1 (stereo not drawn)	?	6%	-24%	32%	-24	-22%
46	CC1CCCN(S(=O)(=O)c2ccc(NC(=O)CN3C(=O)NC(C)(c4ccccc4)C3=O)cc2)C1 (stereo not drawn)	0%	nt	-3%	-7%	-1	12%
47	O=C(COc1ccc(Cl)cc1)N1CCN(C2CCCC2)CC1	2%	nt	0%	6%	-28	-19%
48	CCn1c(CO)nc2c1c(=O)[nH]c(=O)n2Cc1ccccc1	0%	-4%	-15%	1%	64	28%
49	CCn1cc(S(=O)(=O)Nc2cccnc2)cn1	-12%	9%	-1%	-2%	-2	-2%
50	Cc1c(-c2ccc(Cl)cc2Cl)nc2ccccc2c1C(=O)NCCN1CCOCC1	-5%	2%	3%	97%[activator]	-10	0%
51	COCCCN1CN(S(=O)(=O)c2ccc(Cl)cc2)c2nc3ccccc3nc21	-1%	3%	-25%	35%	-20	28%
52	O=C(NC1(C(F)(F)F)NC(=O)N(Cc2cccnc2)C1=O)c1ccncc1 (stereo not drawn)	2%	1%	-20%	-10%	41	10%
53	CCOC(=O)N1CCC(NC(=O)CCc2nc(-c3ccccc3F)no2)CC1	-16%	-11%	5%	-3%	2	-6%
54	COc1ccc(OCC(=O)O/N=C(\N)Cc2cccs2)cc1	-3%	-1%	-10%	-22%	-18	-19%
55	CCCN(CCC)S(=O)(=O)c1ccc(C(=O)Nc2nnc(-c3cccc(OC)c3)o2)cc1	-16%	26%	9%	-17%	?	93%[activator]
56	COc1ccc(N2CCN(CCCNS(=O)(=O)c3c(C)noc3/C=C/N(C)C)CC2)cc1	-5%	-2%	-16%	224%[activator]	nt	nt
57	O=C(NCCc1ccccc1F)N[C@@H](Cc1ccccc1)C(=O)O	5%	-2%	22%	-10%	66	-3%
58	COc1cccc(CN2CCN(C3CCN(c4ccccc4C)CC3)CC2CCO)c1 (stereo not drawn)	0%	-4%	?	129%[activator]	-4	-6%
59	Cc1nnc(SCC(=O)N(C)Cc2ccccc2)[nH]c1=O	-13%	-18%	1%[11.4 µM]	-19%	3	-13%
60	O=C1COC(c2ccccc2)=CN1Cc1ccccc1	0%	nt	4%	-25%	4	-21%

# In another format: results already given
# Sequence of screens: AmpC detergent, FBPA Giardia inh, Sm TGR inh, AmpC no deterg, HCMV inh, AMA1-RON2 inh
46: CC1CCCN(S(=O)(=O)c2ccc(NC(=O)CN3C(=O)NC(C)(c4ccccc4)C3=O)cc2)C1 (stereo not drawn)
→ 0%, nt, -3%, -7%, -1, 12%
47: O=C(COc1ccc(Cl)cc1)N1CCN(C2CCCC2)CC1
→ 2%, nt, 0%, 6%, -28, -19%
48: CCn1c(CO)nc2c1c(=O)[nH]c(=O)n2Cc1ccccc1
→ 0%, -4%, -15%, 1%, 64, 28%
49: CCn1cc(S(=O)(=O)Nc2cccnc2)cn1
→ -12%, 9%, -1%, -2%, -2, -2%
50: Cc1c(-c2ccc(Cl)cc2Cl)nc2ccccc2c1C(=O)NCCN1CCOCC1
→ -5%, 2%, 3%, 97%[activator], -10, 0%
51: COCCCN1CN(S(=O)(=O)c2ccc(Cl)cc2)c2nc3ccccc3nc21
→ -1%, 3%, -25%, 35%, -20, 28%
52: O=C(NC1(C(F)(F)F)NC(=O)N(Cc2cccnc2)C1=O)c1ccncc1 (stereo not drawn)
→ 2%, 1%, -20%, -10%, 41, 10%
53: CCOC(=O)N1CCC(NC(=O)CCc2nc(-c3ccccc3F)no2)CC1
→ -16%, -11%, 5%, -3%, 2, -6%
54: COc1ccc(OCC(=O)O/N=C(\N)Cc2cccs2)cc1
→ -3%, -1%, -10%, -22%, -18, -19%
55: CCCN(CCC)S(=O)(=O)c1ccc(C(=O)Nc2nnc(-c3cccc(OC)c3)o2)cc1
→ -16%, 26%, 9%, -17%, ?, 93%[activator]
56: COc1ccc(N2CCN(CCCNS(=O)(=O)c3c(C)noc3/C=C/N(C)C)CC2)cc1
→ -5%, -2%, -16%, 224%[activator], nt, nt
57: O=C(NCCc1ccccc1F)N[C@@H](Cc1ccccc1)C(=O)O
→ 5%, -2%, 22%, -10%, 66, -3%
58: COc1cccc(CN2CCN(C3CCN(c4ccccc4C)CC3)CC2CCO)c1 (stereo not drawn)
→ 0%, -4%, ?, 129%[activator], -4, -6%
59: Cc1nnc(SCC(=O)N(C)Cc2ccccc2)[nH]c1=O
→ -13%, -18%, 1%[11.4 µM], -19%, 3, -13%
60: O=C1COC(c2ccccc2)=CN1Cc1ccccc1
→ 0%, nt, 4%, -25%, 4, -21%

# Screening data as filed in PubChem BioAssay.
